HMGR II inh: blocks class II HMG-CoA reductase of Enterococcus faecalis. inhibition, % at 10 µM. actives 0.41% (n = 190,000). purified E. faecalis HMGR, NADPH absorbance 340 nm kinetic. AID 1066;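 active = inhibition above a set limit, the median over all tested compounds plus 3 SD, cut at about 9.5% in these data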;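 also: enzyme runs in reverse so mevalonate oxidation gives rising NADPH absorbance; 0% = complete reaction with DMSO and 100% = background rate lacking mevalonate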
TNAP act hiacc: activators of human TNAP at high phosphate acceptor concentration. P05186. purified TNAP, CDP-star luminescence, 1 M DEA, 30 min; stronger effect = higher value; 0 = EDTA background, 1 = DMSO-only activity. activation factor at 20 µM. 200,000 tested, under 10 active;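 active = activation factor at least 2 at 20 µM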
Target sequence (P05186 whole entry, looked up): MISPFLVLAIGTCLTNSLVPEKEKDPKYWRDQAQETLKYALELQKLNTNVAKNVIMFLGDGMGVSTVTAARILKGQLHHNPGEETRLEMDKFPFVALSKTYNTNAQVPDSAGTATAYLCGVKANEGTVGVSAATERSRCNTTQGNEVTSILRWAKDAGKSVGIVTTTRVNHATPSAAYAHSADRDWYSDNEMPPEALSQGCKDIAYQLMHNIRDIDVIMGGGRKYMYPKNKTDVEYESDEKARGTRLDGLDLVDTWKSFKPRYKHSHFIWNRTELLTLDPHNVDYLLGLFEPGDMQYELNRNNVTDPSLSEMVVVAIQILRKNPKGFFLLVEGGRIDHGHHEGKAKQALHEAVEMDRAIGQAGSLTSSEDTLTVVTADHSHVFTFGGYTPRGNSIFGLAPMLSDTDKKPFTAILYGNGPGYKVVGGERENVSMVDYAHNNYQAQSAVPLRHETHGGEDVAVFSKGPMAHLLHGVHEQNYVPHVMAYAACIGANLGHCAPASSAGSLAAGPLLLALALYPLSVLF
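Measured by: Luminescent substrate turnover signal | Test system: Human TNAP | Input: TNAP 1/800 final | Dosing: 20 µM single point | Schedule: 30 min, room temperature | Controls: EDTA wells as negative control, DMSO wells as positive control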
TNAP inh hi DEA: TNAP (human) inhibition, high acceptor | P05186 | purified TNAP, CDP-star luminescence, 1 M DEA | inhibition, % at 20 µM | actives 0.03% (n = 200,000) | AID 1135;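 active = over 50% inhibition of tissue-nonspecific alkaline phosphatase at 20 µM in the single-dose screen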;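 also: plate controls were DMSO wells for no effect and EDTA-quenched wells as full inhibition for full effect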
TNAP inh no acc: blocks human TNAP activity with no phosphate acceptor present; purified TNAP, CDP-star luminescence, 30 min; inhibition, % at 20 µM; P05186; actives 0.26% (n = 200,000);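 active = tissue-nonspecific alkaline phosphatase inhibition above about 50% at 20 µM in the single-dose screen, limit read from the data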;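 also: 0% = DMSO negative control and 100% = EDTA positive control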
bIAP inhibitor: blocks bovine intestinal alkaline phosphatase activity; purified bovine IAP, CDP-star luminescence, 30 min; inhibition, % at 20 µM; 190,000 tested, under 10 active;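 active = over 50% inhibition of intestinal alkaline phosphatase at 20 µM in the single-dose screen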
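Assay system – bovine IAP enzyme · Quantity – bovine IAP at 1/65,000,000 final dilution · Detection – CDP-star luminescence signal · Times – 30 min reaction at room temperature · Also added – CDP-star substrate at 30 µM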
bIAP activator: intestinal alkaline phosphatase (bovine) activation; purified bovine IAP, CDP-star luminescence, 30 min; stronger effect = higher value; fold of DMSO-control signal, blank-subtracted; activation factor at 20 µM; actives 0.17% (n = 200,000); AID 1016;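 active = activation factor of 2 or more at 20 µM, a signal rise over negative controls twice the positive control's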
PPARg SRC-2 ag: agonists of SRC-2 recruitment by human PPARgamma; P37231; PPARgamma LBD-SRC-2 recruitment, biochemical; activation, % at 8 µM; actives 0.34% (n = 200,000); AID 1032; in the data active = activation above about 22%;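 also: 0% = vehicle and 100% = reference agonist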
Target sequence (P37231 whole entry, looked up, the tested form may be a part): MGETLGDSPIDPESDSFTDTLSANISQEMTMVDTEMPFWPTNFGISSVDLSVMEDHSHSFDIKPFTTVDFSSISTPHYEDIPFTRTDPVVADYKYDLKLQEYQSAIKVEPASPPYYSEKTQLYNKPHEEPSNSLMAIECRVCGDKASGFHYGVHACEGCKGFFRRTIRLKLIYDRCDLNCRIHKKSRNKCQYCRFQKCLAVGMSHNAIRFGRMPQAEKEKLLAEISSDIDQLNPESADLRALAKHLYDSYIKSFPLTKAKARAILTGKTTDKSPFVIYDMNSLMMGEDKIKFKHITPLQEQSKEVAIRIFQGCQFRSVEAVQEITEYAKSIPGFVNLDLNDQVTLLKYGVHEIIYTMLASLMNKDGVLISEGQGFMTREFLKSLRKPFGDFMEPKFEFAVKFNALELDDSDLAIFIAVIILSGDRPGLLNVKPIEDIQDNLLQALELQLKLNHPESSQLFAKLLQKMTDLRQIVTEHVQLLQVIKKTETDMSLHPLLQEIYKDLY
PPARg SRC-1 ag: promotes SRC-1 coactivator recruitment by human PPARgamma. P37231. PPARgamma-SRC-1 coactivator recruitment biochemical assay. activation, % at 8 µM. actives 0.41% (n = 200,000). AID 631; in the data active = activation above about 19%;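 also: 0% = DMSO and 100% = reference agonist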
PPARg SRC3 recr: agonists of human PPARgamma SRC-3 coactivator recruitment; actives 0.26% (n = 200,000); P37231; biochemical PPARgamma/SRC-3 coactivator recruitment assay; activation, % at 8 µM; in the data active = activation above about 23%;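 also: 0% = DMSO and 100% = reference agonist; some compounds past the cut are filed as inactive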
TR-FRET SRC-2 ct: counter-screen for PPARgamma SRC-2 recruitment agonists: TR-FRET artefact; AID 1049; actives 0.4% (n = 200,000); stronger effect = higher value; TR-FRET ratio at 8 µM; in the data active = TR-FRET ratio above about 2000; also: inactives centre near 1500
The depositor's hits bear a star.

SMILES | HMGR II inh | TNAP act hiacc | TNAP inh hi DEA | TNAP inh no acc | bIAP inhibitor | bIAP activator | PPARg SRC-2 ag | PPARg SRC-1 ag | PPARg SRC3 recr | TR-FRET SRC-2 ct
O=C(c1ccco1)N1CCN(C(=O)c2cccc3c2C(=O)N(Cc2cccnc2)C3)CC1 | -3 | 1.1 | -7 | -12 | -7 | 1.1 | -6 | -5 | -8 | 1489
CC/C(=N\NC(=O)CCC(=O)NCc1ccccc1)c1ccc(O)cc1 | 3 | 1.1 | -6 | 6 | 0 | 1 | -3 | 1 | 1 | 1478
CCOc1cc2[nH]c(=S)n(Cc3ccc(C(=O)NCCOC)cc3)c(=O)c2cc1OCC | 0 | 1 | 1 | -15 | 2 | 1 | 7 | 6 | 2 | 1462
COc1ccc(-c2oc3c(OC)c(OC)c(OC)c(O)c3c(=O)c2OC)cc1OC | -4 | 1 | 0 | -5 | 10 | 0.9 | 9 | -1 | 1 | 1589
CCOc1ccc(NC(c2ccccn2)c2oc(CO)cc(=O)c2O)cc1 (centres undefined) | -3 | 1 | -5 | -23 | 10 | 0.9 | -3 | -10 | -6 | 1446
CC1(C)Cc2c(sc3c2C(=O)N(c2ccccc2)C2=NCCCN23)CO1 | 2 | 1.1 | -6 | -12 | 6 | 0.9 | -3 | 4 | 18 | 1495
COc1ccc(NS(=O)(=O)c2cc(NC(=O)c3cccs3)ccc2N2CCOCC2)cc1 | 2 | 1 | -1 | -13 | -5 | 1.1 | 6 | 2 | 2 | 1601
CC(=O)Nc1cccc(OCc2ccc(S(=O)(=O)Cc3ccccc3)cc2)c1 | -4 | 1 | -4 | 1 | 7 | 0.9 | 1 | -8 | 0 | 1343
Cc1ccc2nc(-c3ccccc3)c(NC(=O)c3ccco3)n2c1 | 7 | 1 | -1 | -3 | -15 | 1.2 | 8 | -9 | 12 | 1381
CC[C@H](C)[C@@H]1NC(=O)c2cc([N+](=O)[O-])cc(F)c2NCCCC[C@@H](C(N)=O)NC(=O)[C@H](CC(N)=O)NC1=O | -1 | 1 | -1 | -8 | 26 | 0.7 | 2 | 6 | 5 | 1441
COc1ccc(N2CC(C(=O)Nc3ccc(N4CCOCC4)cc3)CC2=O)cc1 (centres undefined) | 0 | 1.1 | -9 | -8 | -14 | 1.1 | -5 | -2 | 4 | 1509
c1ccc(-n2nnc3ccccc32)nc1 | -6 | 1.1 | -6 | -2 | 5 | 0.9 | 1 | 1 | 3 | 1689
Cc1cc2cc(CNC(=O)Nc3ccc(Cl)c(Cl)c3)ccc2n1C | -1 | 1.1 | -8 | -25 | 10 | 0.9 | 10 | 7 | 8 | 1781
CCc1ccc(C2=NNC(=Nc3c(C)n(C)n(-c4ccccc4)c3=O)SC2)cc1 | 1 | 1 | -5 | -14 | 2 | 1 | 3 | 4 | 1 | 1706
CC(C(=O)NN)c1ccc([N+](=O)[O-])cc1 (centres undefined) | 4 | 1 | 0 | -10 | -2 | 1 | 10 | -2 | 5 | 1561
O=C(CN1CCN(Cc2ccc(Cl)cc2)CC1)N/N=C/c1ccncc1 | -2 | 1 | -1 | -1 | 19 | 0.8 | 10 | 3 | 5 | 1532
O=C(Oc1ccc(NC2=NS(=O)(=O)c3ccccc32)cc1)c1cccnc1 | -1 | 1 | -2 | -10 | 5 | 0.9 | 5 | 7 | 3 | 1592
C=CCNC(=O)c1cccc(Br)c1 | -7 | 1 | 2 | -10 | 4 | 1 | -1 | 4 | 9 | 1373
Cc1ccc(-c2cc(C(=O)NCCCn3ccnc3)no2)cc1 | 0 | 1 | -3 | 6 | -4 | 1 | 8 | -4 | 2 | 1575
N#Cc1ccccc1NC(=O)COC(=O)c1ccc(S(=O)(=O)N2CCCC2)cc1 | -9 | 1 | -3 | -18 | 16 | 0.8 | -3 | -2 | 14 | 1639

Entries shown so far that contain a Cl atom:
SMILES | HMGR II inh | TNAP act hiacc | TNAP inh hi DEA | TNAP inh no acc | bIAP inhibitor | bIAP activator | PPARg SRC-2 ag | PPARg SRC-1 ag | PPARg SRC3 recr | TR-FRET SRC-2 ct
Cc1cc2cc(CNC(=O)Nc3ccc(Cl)c(Cl)c3)ccc2n1C | -1 | 1.1 | -8 | -25 | 10 | 0.9 | 10 | 7 | 8 | 1781
O=C(CN1CCN(Cc2ccc(Cl)cc2)CC1)N/N=C/c1ccncc1 | -2 | 1 | -1 | -1 | 19 | 0.8 | 10 | 3 | 5 | 1532

(more compounds)
SMILES | HMGR II inh | TNAP act hiacc | TNAP inh hi DEA | TNAP inh no acc | bIAP inhibitor | bIAP activator | PPARg SRC-2 ag | PPARg SRC-1 ag | PPARg SRC3 recr | TR-FRET SRC-2 ct
O=[N+]([O-])c1ccc(/C=N/Nc2ncc(-c3ccccc3)cn2)cc1 | 4 | 1 | -3 | -10 | -15 | 1.2 | 0 | -4 | 3 | 1575
Cc1ccc(S(=O)(=O)N2CCOCC2)cc1C(=O)N1c2ccccc2Sc2ccccc21 | 0 | 1 | -3 | -5 | -2 | 1 | 0 | 2 | 3 | 1733
COc1ccccc1NC(=O)c1cn(C)c(=O)c2cc(OC)c(OC)cc12 | 1 | 1 | 1 | -11 | 3 | 1 | 4 | 4 | -3 | 1622
O=C(Nc1cccc(S(=O)(=O)N2CCOCC2)c1)c1cn(-c2ccccc2)nc1-c1ccc(F)cc1 | -8 | 1.1 | -9 | -8 | 8 | 0.9 | 4 | -2 | 0 | 1473
CC(=O)/C(CN1CCCCC1)=N\O | -2 | 1 | 0 | 1 | -3 | 1 | -1 | -7 | -4 | 1570
CC(C)(C)c1nnc(NC(=O)CCn2cnc3ccccc3c2=O)s1 | -3 | 1 | -5 | -6 | -13 | 1.1 | 1 | -6 | -3 | 1426
CCc1nnc(NC(=O)CN2CCN(c3ccccc3OC)CC2)s1 | 0 | 1.1 | -6 | 5 | 2 | 1 | 1 | 1 | 13 | 1476
CCCC1(C(=O)O)NC(c2ccccc2O)C2C(=O)N(Cc3ccccc3)C(=O)C21 (centres undefined) | -5 | 1.1 | -6 | -8 | -12 | 1.1 | -8 | 1 | 3 | 1459
COc1cccc(NC(=O)CN2CCN(c3nc(-c4cccc(OC)c4)cs3)CC2)c1 | 0 | 1.1 | -5 | -15 | 2 | 1 | 7 | 3 | -11 | 1540
O=C(Nc1ccc2c(c1)OCO2)c1cnn2c1NC(c1ccco1)CC2C(F)(F)F (centres undefined) | -2 | 1 | -4 | -5 | 6 | 0.9 | -1 | -1 | -3 | 1631
COc1ccc(/C=C/C(=O)NCCn2c(C)cc3ccccc32)cc1OC | -7 | 1 | -1 | -4 | 6 | 0.9 | -2 | -7 | -1 | 1348
O=C(CS(=O)CC(=O)N(CC(=O)NC1CCCC1)C1CCCC1)Nc1ccc(F)cc1 (centres undefined) | -6 | 1.1 | -6 | 1 | 0 | 1 | 0 | 4 | 3 | 1483
CC(c1ccccc1)n1c(-c2ccncc2)n[nH]c1=S (centres undefined) | 0 | 1.1 | -5 | 13 | 9 | 0.9 | 2 | -3 | 10 | 1462
CN(C)S(=O)(=O)c1cccc(NC(=O)CN2C(=O)NC(Cc3c[nH]c4ccccc34)C2=O)c1 (centres undefined) | 0 | 1.1 | -6 | -8 | -4 | 1 | 2 | -2 | 6 | 1496
Cc1ccc(C2=NCCNC2=O)c(C)c1 | 0 | 1 | -2 | -18 | 12 | 0.9 | 6 | 10 | 9 | 1697
O=C1N=C2SCCN2/C1=C\c1ccccc1Cl | 4 | 1.1 | -6 | -10 | 12 | 0.9 | -5 | 5 | 3 | 1536
c1ccc(-n2c(-c3ccco3)nnc2-c2ccco2)cc1 | -3 | 1.1 | -6 | -10 | 13 | 0.9 | 7 | -5 | -1 | 1636
O=C(CSc1nc2ccccc2s1)c1cc2ccccc2o1 | -13 | 1 | -4 | -9 | 28 | 0.7 | 4 | 6 | 7 | 1843
CCOc1ccccc1CNS(=O)(=O)c1ccc2[nH]c(=O)sc2c1 | -2 | 1 | -1 | -4 | 19 | 0.8 | -11 | -5 | 0 | 1523
O=C(NCCc1ccc(Cl)cc1)c1nnc(Cc2ccc(Cl)cc2)o1 | 3 | 1.1 | -6 | -9 | 18 | 0.8 | 5 | -6 | 5 | 1510
CC(C)CNC(=O)c1cc2nc3c(c(C(F)(F)F)n2n1)CCc1ccccc1-3 | 1 | 1 | -3 | -12 | 16 | 0.8 | 1 | -1 | 10 | 1494
O=S(=O)(c1ccc2ncn(O)c2c1)N1CCOCC1 | -1 | 1 | 1 | -3 | -16 | 1.2 | -5 | -6 | 4 | 1378
Cc1ccc2c(c1)c1c(n2CC(O)CNC2CCCCC2)CCCC1 (centres undefined) | 1 | 1 | -2 | -13 | -2 | 1 | 3 | 2 | -4 | 1579
CCC(=O)N1CCc2cc(S(=O)(=O)NC(Cc3ccccc3)C(=O)Nc3nccs3)ccc21 (centres undefined) | -2 | 1 | -2 | 2 | 6 | 0.9 | 2 | 0 | 3 | 1488
O=C(COc1ccccc1[N+](=O)[O-])Nc1cc(C(=O)O)cc(C(=O)O)c1 | 7 | 1.1 | -6 | -14 | 12 | 0.9 | -2 | 5 | 5 | 1548
CC(NCc1cccs1)c1ccccc1 (centres undefined) | 1 | 1.1 | -8 | -35 | -11 | 1.1 | 6 | 11 | 3 | 1518
OCCN1CCN(c2ncnc3c2c(-c2ccccc2)cn3-c2ccc(F)cc2)CC1 | 2 | 1 | -3 | -7 | -11 | 1.1 | 4 | 3 | -4 | 1537
Cc1ccc2[nH]c3c(N4CCOCC4)ncnc3c2c1 | 0 | 1 | 1 | -8 | 26 | 0.7 | 1 | 5 | 1 | 1617
C/C(Cn1nnc([N+](=O)[O-])n1)=N\NC(=O)c1cccc(Cl)c1 | -4 | 1 | -2 | 3 | 22 | 0.8 | 7 | -1 | 5 | 1337
NC(=O)c1ncc(C(F)(F)F)cc1Oc1cccc(C(F)(F)F)c1 | 3 | 1 | 2 | -2 | 0 | 1 | -1 | -4 | -3 | 1378
O=C(N/N=C/c1ccco1)c1ccccc1OCc1ccccc1Cl | 0 | 1 | -2 | 1 | 27 | 0.7 | 3 | 3 | 7 | 1735
CCCCOC(=O)C1=C(C)Nc2nnnn2C1c1ccccc1Cl (centres undefined) | -5 | 1 | -4 | -4 | 13 | 0.9 | 9 | 3 | -1 | 1601
CCN1C(=O)CC(N2CCC(C(=O)N3CCOCC3)CC2)C1=O (centres undefined) | 1 | 1.1 | -6 | -17 | 3 | 1 | 17 | 2 | -2 | 1477
CCOC(=O)c1c(-c2ccc(C)cc2)csc1NC(=O)CCN1CCOCC1 | -6 | 0.9 | 6 | -3 | -3 | 1 | 12 | 0 | 4 | 1660
O=C(NCc1ccco1)C(c1ccccc1)N(Cc1cccnc1)C(=O)Cn1nnc2ccccc21 (centres undefined) | 0 | 1.1 | -7 | -14 | 1 | 1 | 2 | 7 | 7 | 1620
CC(C)CC(=O)Nc1ccc2ccccc2c1 | -4 | 1.1 | -8 | -6 | 7 | 0.9 | 5 | 6 | 4 | 1533
O=c1[nH]cnc2c1sc1nc3c(c(-c4ccc(Cl)cc4)c12)CCC3 | -1 | 1 | 0 | 0 | 4 | 1 | 8 | 13 | 7 | 1662
O=C(NCc1nc2ccccc2[nH]1)C1=C[C@H](c2ccccc2)C[C@H](OCc2ccc(CO)cc2)O1 | -2 | 1.1 | -6 | -18 | -20 | 1.2 | -2 | -8 | 6 | 1423

Screening results deposited in PubChem BioAssay by several laboratories.
